Screens from PubChem BioAssay.
NF-kB expr up: compounds increasing NF-kB expression in human neuronal cells; AID 1239; fold change at 12.5 µM; NF-kB reporter expression; active compounds read high; 190,000 compounds, 1.6% hits; in the data active = fold change above about 3.3
FLuc act counter: affects firefly luciferase, flagging false hits in luciferase stimulation screens; activation factor at 10 µM; AID 1027; ATPlite luciferase biochemical, luminescence, 10 min; 0 = ATP-free wells, 1 = DMSO control; 200,000 tested, under 10 active; P08659;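 active = luciferase activation factor, scaled between plate controls, of at least 2 with compound at 10 µM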
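System: cell-free luciferase reagent; medium: PBS as buffer for the ATP substrate; doses: test compounds dosed from 2 mM stocks in 100% DMSO; incubation: 10 min, room temperature; measured by: luminescence from luciferase reaction; read-out: luciferase activation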
TLR4-MyD88 BLA: inhibitors of human TLR4-MyD88 binding. O00206+Q99836. HeLa CL3-4 TLR4/MyD88 BLA complementation, FRET ratio. inhibition, % at 8.4 µM. 200,000 compounds, 0.18% hits. AID 861; in the data active = inhibition above about 25%;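 also: 0% = vehicle and 100% = reference inhibitor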
Target sequence (O00206 whole entry, looked up): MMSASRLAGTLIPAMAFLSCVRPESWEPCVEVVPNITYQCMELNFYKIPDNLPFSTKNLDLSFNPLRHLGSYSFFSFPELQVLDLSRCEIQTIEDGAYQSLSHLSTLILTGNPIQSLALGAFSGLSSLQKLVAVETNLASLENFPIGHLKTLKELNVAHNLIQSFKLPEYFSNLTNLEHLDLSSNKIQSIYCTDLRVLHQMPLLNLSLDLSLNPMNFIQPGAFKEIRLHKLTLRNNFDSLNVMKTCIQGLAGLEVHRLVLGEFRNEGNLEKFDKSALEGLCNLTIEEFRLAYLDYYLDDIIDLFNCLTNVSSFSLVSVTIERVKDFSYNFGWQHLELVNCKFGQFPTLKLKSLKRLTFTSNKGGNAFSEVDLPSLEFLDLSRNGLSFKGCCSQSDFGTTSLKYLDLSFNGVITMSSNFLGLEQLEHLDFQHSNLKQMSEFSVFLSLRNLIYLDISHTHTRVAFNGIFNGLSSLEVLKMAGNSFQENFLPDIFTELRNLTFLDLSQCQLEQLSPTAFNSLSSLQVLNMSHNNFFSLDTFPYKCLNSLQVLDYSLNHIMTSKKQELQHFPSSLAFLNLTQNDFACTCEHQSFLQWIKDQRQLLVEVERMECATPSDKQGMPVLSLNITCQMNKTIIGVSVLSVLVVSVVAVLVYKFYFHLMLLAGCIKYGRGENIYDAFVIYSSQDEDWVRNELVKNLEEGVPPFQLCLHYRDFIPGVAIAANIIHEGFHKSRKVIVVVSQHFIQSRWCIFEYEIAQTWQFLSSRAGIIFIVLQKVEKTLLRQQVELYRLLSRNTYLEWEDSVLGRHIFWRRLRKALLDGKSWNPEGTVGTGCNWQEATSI
Target sequence (Q99836 whole entry, looked up): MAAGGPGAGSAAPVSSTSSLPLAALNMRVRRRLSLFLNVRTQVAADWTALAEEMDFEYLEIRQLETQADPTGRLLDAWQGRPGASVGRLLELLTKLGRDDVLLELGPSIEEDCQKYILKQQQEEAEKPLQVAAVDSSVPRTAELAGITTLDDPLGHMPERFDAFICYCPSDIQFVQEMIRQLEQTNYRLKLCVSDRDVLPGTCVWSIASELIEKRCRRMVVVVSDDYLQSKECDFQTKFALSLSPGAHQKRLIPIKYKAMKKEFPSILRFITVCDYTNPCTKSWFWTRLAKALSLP
APP transl inh: APP translation inhibition; inhibition, % at 2 µM; SH-SY5Y APP 5'UTR-luciferase reporter, luminescence; AID 1285; 190,000 compounds, 0.82% hits;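 active = inhibition above a set limit, derived from the sample mean plus 3 SD, cut at about 45% in these data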; also: values of inactives mirror those of a sister screen read the other way
APP 5'UTR act: activates APP 5'UTR luciferase reporter; activation, % at 2 µM; 190,000 compounds, 1% hits; SH-SY5Y APP 5'UTR luciferase reporter, luminescence; zero percent = DMSO vehicle wells;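 active = activation above a set limit, based on mean plus 3 SD of controls, cut at about 140% in these data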; also: values of inactives mirror those of a sister screen read the other way
FLuc inh counter: counter-screen for luciferase assay inhibitors: firefly luciferase inhibition. P08659. ATPLite firefly luciferase biochemical luminescence, 10 min. inhibition, % at 10 µM. 200,000 compounds, 1.5% hits;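 active = inhibition above about 50% when tested at 10 µM, limit read from the data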
STAT1 activator: increases IFN-gamma driven STAT1 reporter signal | NIH 3T3 STAT1-luciferase reporter, luminescence; 100% = IFN-gamma alone, no compound | activation (% of control), % at 5.5 µM | 200,000 compounds, 2.6% hits;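 active = activation above the screen-wide mean activation plus 3 SD, cut at about 130% in these data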;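 also: raw ratio to IFN-gamma control signal so 100% means no change and 0% no light; values of inactives mirror those of a sister screen read the other way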
G6PDH counter: L. mesenteroides G6PDH inhibition counter-screen. inhibition, % at 5 µM. Purified L. mesenteroides G6PDH, diaphorase/resazurin coupled fluorescence, 45 min. 200,000 compounds, 0.12% hits. AID 1020; in the data active = inhibition above about 50%
Diaphorase act: activates diaphorase or chemically reduces, flagging diaphorase assay artifacts | Diaphorase/resazurin coupled assay, resorufin fluorescence, 16 min; active compounds read high; 1 = vehicle wells, 0 = NADH-free wells | activation factor at 20 µM | 190,000 compounds, 0.005% hits;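 active = diaphorase activity raised at least twofold by the compound at 20 µM; inactive = activation factor below 2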
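Material: purified diaphorase enzyme from Clostridium kluyveri; Also added: 0.114 mM NADH and 0.1 mM resazurin, final amounts; Doses: single compound dose of 20 µM, 1% DMSO final; Times: 16 min enzyme reaction, ambient temperature; Detection: resorufin fluorescence, excitation 544 nm, emission 590 nm; Measure: increased resorufin signal from activators or reducing compounds.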
Diaph inh CS: counter-screen for diaphorase-based assays: diaphorase inhibitors and chemical oxidizers. 190,000 compounds, 0.69% hits. diaphorase resazurin-to-resorufin fluorescence, NADH, 16 min; bacterial (C. kluyveri) enzyme, not human. inhibition, % at 20 µM;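 active = primary screen inhibition at 20 µM above a set limit, cut at about 50% in these data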;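 also: plate controls were DMSO with full reaction for no effect and wells lacking NADH for full effect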
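Assay system: diaphorase enzyme from Clostridium kluyveri; Input: enzyme working solution with 0.14 U/mL diaphorase; Timing: 16 min at room temperature; Technique: resorufin fluorescence, excitation 544 nm, emission 590 nm; Benchmarks: positive control minus NADH, DMSO neutral control.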
Numbers without * were called inactive; . = no result given.

compound	FLuc inh counter	FLuc act counter	NF-kB expr up	APP transl inh	APP 5'UTR act	TLR4-MyD88 BLA	Diaph inh CS	Diaphorase act	STAT1 activator	G6PDH counter
Cc1ccc(C(=O)O/N=C2\CC3CCC2(C)C3(C)C)cc1 (centres undefined)	-1	1	1.1	6	-6	-6	1	1	103	1
Cc1ccccc1SCC(=O)N1CCN(c2ccc(C(F)(F)F)cn2)CC1	-11	1.1	0.93	-14	14	3	4	1	99	5
C=CCc1cc(Cl)ccc1OCCOCCNC(C)CC (centres undefined)	-5	1.1	0.68	4	-4	11	14	0.9	102	2
CC1CC(C)(C)CC2(C1)NC(=O)N(CC(=O)NC1CCCc3ccccc31)C2=O (centres undefined)	-2	1	1.4	2	-2	1	6	0.9	97	9
O=C(NCc1cccs1)C1CC(=O)N(c2ccc(F)cc2)C1 (centres undefined)	-7	1.1	1.1	-3	3	1	22	0.8	104	-1
CN(Cc1ncc[nH]1)C(=O)CC1C(=O)NCCN1Cc1c(F)cccc1Cl (centres undefined)	-3	1	1.2	2	-2	9	15	0.9	99	-1
O=C(c1ccccn1)N1CCN(C(=O)c2ccccn2)CC1	0	1	1.1	0	0	-11	-9	1.1	100	-3
COc1ccc(CNC(=O)c2cnc(C)cn2)c(OC)c1	-7	1.1	1	13	-13	-11	7	0.9	99	7
S=C(Nc1ccccc1Oc1ccccc1)Nc1cccc(Cl)c1Cl	1	1	1.3	-14	14	3	3	1	93	11
CC(C)NC(=O)CC(=O)N/N=C/c1c(F)cccc1Cl	-4	1	1	14	-14	-3	20	0.8	100	16
COc1ccc(C(=O)NC2CCCCCC2)cc1S(=O)(=O)N1CCCc2ccccc21	-9	1.1	0.63	0	0	16	14	0.9	95	-3
CN1CCN(Cc2nc3c([nH]2)c(=O)[nH]c(=O)n3C)CC1	-4	1	1	-9	9	-7	18	0.8	98	1
O=C(NC1=NCCCCC1)c1cccc2ccccc12	-1	1	1.2	6	-7	-7	5	0.9	94	-1
Cc1cc(Nc2ccc(Br)cc2F)n2ncnc2n1	-10	1.1	1.1	4	-4	-3	0	1	94	20
COc1ccccc1/C=c1\sc2nc(-c3ccco3)nn2c1=O	3	1	1.1	-11	11	3	22	0.8	94	-32

Complete entries from above. Values in the order: FLuc inh counter, FLuc act counter, NF-kB expr up, APP transl inh, APP 5'UTR act, TLR4-MyD88 BLA, Diaph inh CS, Diaphorase act, STAT1 activator, G6PDH counter
COc1ccc(CNC(=O)c2cnc(C)cn2)c(OC)c1 is entered as -7, 1.1, 1, 13, -13, -11, 7, 0.9, 99, 7
C=CCc1cc(Cl)ccc1OCCOCCNC(C)CC (centres undefined) is entered as -5, 1.1, 0.68, 4, -4, 11, 14, 0.9, 102, 2

(cont.)
compound	FLuc inh counter	FLuc act counter	NF-kB expr up	APP transl inh	APP 5'UTR act	TLR4-MyD88 BLA	Diaph inh CS	Diaphorase act	STAT1 activator	G6PDH counter
CCOC(=O)CCC(NC(=O)c1ccccc1C(=O)NC(CCC(=O)OCC)C(=O)OCC)C(=O)OCC (centres undefined)	-4	1	1.1	4	-4	-13	-2	1	106	15
CCCCCC(O)(CCN1CCCCC1)c1ccc(OCC)cc1 (centres undefined)	-1	1	1.5	-11	11	5	-8	1.1	91	-2
COc1ccc(N2CCN(C(=O)CCCCn3c(=O)[nH]c4ccsc4c3=O)CC2)cc1	-8	1.1	0.85	-25	25	-6	13	0.9	101	-2
Cc1cc(-c2ccccc2)nc(N(C)NC(=O)C(C)(C)C)c1S(C)(=O)=O	-4	1	1	12	-12	-9	6	0.9	95	1
CCOC(=O)Cc1cnc(NC(=O)CSc2nc3ncnc(N)c3[nH]2)s1	-1	1	1	3	-3	-5	8	0.9	96	2
COc1ccc(/C=C2\CCCC3C2=NN(C(=O)COC(=O)CNC(=O)c2ccccc2)C3c2ccc(OC)cc2)cc1 (centres undefined)	-6	1.1	1.6	.	.	7	15	0.9	89	-4
O=C1CC(C(=O)Nc2cccc(Cl)c2)n2ncnc2N1 (centres undefined)	-4	1	1.1	-10	9	4	12	0.9	112	2
Cc1ccc(C)c(C2C(C#N)=C(N)Oc3cc(C)oc(=O)c32)c1 (centres undefined)	-2	1	1.4	-11	11	-3	6	0.9	99	6
O=S(=O)(c1ccc(Cl)s1)N1CCC(Cc2ccccc2)CC1	1	1	1.1	-4	4	6	10	0.9	101	1
COC(=O)c1sc2nc3c(c(-c4cccs4)c2c1N)CCCC3	1	1	1.2	11	-11	-8	10	0.9	106	-5
O=C(c1cn(-c2ccccc2)nc1-c1cccc([N+](=O)[O-])c1)N1CCCCC1	-8	1.1	0.9	4	-4	-15	34	0.7	100	14
N#Cc1ccsc1NC(=O)CN1CCCCC1	-1	1	1.2	14	-14	5	-4	1	97	6
C/C(N)=C(/C#N)C(=O)COC(=O)c1cc(-c2cccc3ccccc23)nc2ccccc12	-2	1	0.71	-1	1	1	27	0.7	109	-11
Nc1ccc(-c2ccc(N)c([N+](=O)[O-])c2)cc1[N+](=O)[O-]	1	1	1.5	8	-8	-11	-3	1	118	7
CCCNC(=O)CSc1nnc(-c2ccco2)n1C	-4	1	1.2	-1	1	7	18	0.8	99	9

Laid out differently: results already given.
Order of values – FLuc inh counter, FLuc act counter, NF-kB expr up, APP transl inh, APP 5'UTR act, TLR4-MyD88 BLA, Diaph inh CS, Diaphorase act, STAT1 activator, G6PDH counter
Cc1ccc(C)c(C2C(C#N)=C(N)Oc3cc(C)oc(=O)c32)c1 (centres undefined)
 : -2, 1, 1.4, -11, 11, -3, 6, 0.9, 99, 6
Nc1ccc(-c2ccc(N)c([N+](=O)[O-])c2)cc1[N+](=O)[O-]
 : 1, 1, 1.5, 8, -8, -11, -3, 1, 118, 7
O=C1CC(C(=O)Nc2cccc(Cl)c2)n2ncnc2N1 (centres undefined)
 : -4, 1, 1.1, -10, 9, 4, 12, 0.9, 112, 2

Next records follow:
compound	FLuc inh counter	FLuc act counter	NF-kB expr up	APP transl inh	APP 5'UTR act	TLR4-MyD88 BLA	Diaph inh CS	Diaphorase act	STAT1 activator	G6PDH counter
O=C(/C(=C/c1ccccc1)n1cncn1)c1ccc(Cl)cc1Cl	-7	1.1	1.1	-12	12	-2	7	0.9	110	-7
CC(=O)c1c(COC(=O)c2ccco2)nc2ccccc2[n+]1[O-]	1	1	.	.	.	.	-7	1.1	.	7
CCSc1nnc(NC(=O)Cc2ccc(OC)c(S(=O)(=O)N3CCOCC3)c2)s1	-3	1	1.8	7	-7	5	12	0.9	90	-20
O=c1oc2cc(OCc3c(F)c(F)c(F)c(F)c3F)ccc2cc1-c1ccccn1	-6	1.1	1.1	-2	2	9	15	0.9	99	-5
CCc1cccc2c(C(=O)COC(=O)/C=C/c3ccc(O)c(OC)c3)c[nH]c12	-6	1.1	0.39	23	-23	9	20	0.8	107	-51
Cc1oc(/N=C/c2c(O)ccc3ccccc23)c(C#N)c1C	-3	1	.	.	.	.	34	0.7	.	15
Cc1ccccc1Cn1c(Cc2ccccc2)nc2ccccc21	-8	1.1	1.1	-29	29	6	20	0.8	101	12
Cn1c(Oc2ccccc2NCc2cc(Br)ccc2O)cc(=O)n(C)c1=O	-6	1.1	0.77	-9	9	-1	17	0.8	93	-30
Cc1oc(-c2ccc(Cl)cc2)nc1CN1CCCC(C(=O)NCCCN2CCOCC2)C1 (centres undefined)	-4	1	0.74	9	-9	4	1	1	97	2
CC(NC(=O)COC(=O)CCc1nc(=O)c2ccccc2n1C)c1ccccc1 (centres undefined)	-8	1.1	1.2	2	-1	-16	13	0.9	99	4
Cc1nnc2sc(-c3ccncc3)nn12	0	1	0.9	8	-8	-4	0	1	94	9
CCCN(C(=O)CSc1nnnn1C)c1c(N)n(Cc2ccccc2)c(=O)[nH]c1=O	-4	1	1.1	-2	2	16	11	0.9	101	6
CCn1nnnc1SCC(=O)Nc1sc(C)c(C)c1C#N	-8	1.1	0.98	11	-11	3	4	1	96	0
COc1cccc2sc(N3CCN(c4nc5ccccc5s4)CC3)nc12	-2	1	0.96	10	-10	-8	6	0.9	101	3
O=C(CN(c1ccc(F)cc1)S(=O)(=O)c1ccc2c(c1)OCCO2)Nc1ccccc1	-2	1	1.1	-1	1	-11	15	0.8	94	3
N#Cc1c(-c2ccccc2)nc(-c2ccccc2)nc1N1CCOCC1	-1	1	1.4	-1	1	6	6	0.9	91	2
COc1ccccc1C1=NOC(Cn2c(=O)c3c(ncn3C)n(C)c2=O)C1 (centres undefined)	-6	1.1	0.92	2	-1	3	8	0.9	103	11
Cc1ccc2[nH]c(-c3ccccc3)c(CN(C)C)c(=O)c2c1	4	1	1.4	-14	14	-7	0	1	99	18
O=Cc1c(C(=O)O)n(CC(=O)O)c2ccccc12	-6	1.1	0.93	7	-7	6	2	1	99	-6
N#C/C(=C\C=C\c1ccccc1)C(=O)NCc1cccnc1	-5	1.1	1.6	1	-1	2	-3	1	83	8
N#Cc1c2ncn(CC(=O)c3ccc(Br)cc3)c(=O)c2c2n1CCC2	-10	1.1	1	-1	1	-1	18	0.8	95	-3
CCCc1cc(=O)[nH]c(/N=C(/NC(=O)C(C)N2C(=O)c3ccccc3C2=O)Nc2ccccc2)n1 (centres undefined)	-6	1.1	0.97	4	-4	-16	15	0.9	102	-50
CN(C)C(=O)CSc1nc2ccccc2n1CC(=O)N1CCN(c2ccccc2)CC1	-8	1.1	0.79	-3	3	12	7	0.9	100	1
